N370S GC mod: N370S glucocerebrosidase modulation, Gaucher chaperone candidate | P04062 | Potency, µM (top dose mostly 59.4 µM), inactives show at the highest dose activity change, negative = inhibition, actives largely listed as inhibitors | N370S GC spleen homogenate, 4MU-glucoside fluorescence | 330,000 tested, 0.092% active;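 note: 0% = full enzyme activity and -100% = no enzyme basal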
FEN1 inhibitor: human FEN1 inhibition | 390,000 tested, 0.35% active | Recombinant FEN1 flap cleavage, fluorescence, 15 min | P39748 | AID 588795 | Potency, µM (doses to about 114 µM), for inactives: top-dose activity change, negative = inhibition, most hits filed as inhibitors; note: nearly all actives have a fitted effect of over 65% in size
Target sequence (P39748 whole entry, looked up): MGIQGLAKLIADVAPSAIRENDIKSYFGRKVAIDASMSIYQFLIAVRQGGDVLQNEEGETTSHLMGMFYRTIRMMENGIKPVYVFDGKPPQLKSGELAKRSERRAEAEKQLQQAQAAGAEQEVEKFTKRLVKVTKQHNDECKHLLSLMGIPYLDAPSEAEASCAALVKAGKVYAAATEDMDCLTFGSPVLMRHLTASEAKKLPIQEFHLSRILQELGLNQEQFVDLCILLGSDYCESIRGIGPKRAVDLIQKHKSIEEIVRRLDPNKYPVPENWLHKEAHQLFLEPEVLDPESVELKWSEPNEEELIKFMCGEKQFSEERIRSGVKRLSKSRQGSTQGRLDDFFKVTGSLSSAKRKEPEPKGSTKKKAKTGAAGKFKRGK
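In this screen, 50 nM flap DNA substrate was added to 10 nM FEN1 pretreated with compound for 15 min at room temperature; cleavage was followed with reads at 0 and 15 min, and Hill fitting gave concentration–response parameters.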
KAT2A inh: GCN5L2 (KAT2A) acetyltransferase inhibition. Q92830. GCN5L2 HAT assay, ThioGlo1 CoA-SH fluorescence. Potency, µM (highest dose often 58.9 µM), for inactives: at the highest dose activity change, negative = inhibition, usual class: inhibitors. 390,000 tested, 0.21% active
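Titration-based screen in which CoA formation is detected via maleimide probe ThioGlo1 (50uM) turning fluorescent on thiol reaction; substrates H3(1-25) 75uM and acetyl-CoA 70uM, GCN5L2 20nM, 20 min incubation at room temperature.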
* hit, by the source's call; ? = inconclusive; . = not tested or not shown; & = joins results of further samples; ! = repeats disagree; [ ] = remark or other dose. Calls come from the whole dose curve; as a rule, active = well fitted curve in the direction sought with a large enough effect; inconclusive = small, poorly fitted or top-dose-only effect, or another doubt; inactive = no such curve, though single readings can be large; an effect the other way counts as inactive or inconclusive. Unless noted, % is set by controls: 0 for no effect and ±100 for the full control effect; potency is the fitted concentration of half-maximal effect. No enrichment for hits (roughly 0.54% active in at least one column).

Preview (seven entries):
item | FEN1 inhibitor | N370S GC mod | KAT2A inh | structure
1 | -2% | 10% | -3% | Cc1cccc2sc(NC(=O)[C@@H]3CCCN3C(=O)c3cccs3)nc12
2 | -3% | 11% | -5% | CC1=CC(=C(C#N)c2nc3ccccc3s2)C=C(C)N1c1ccc(F)cc1F
3 | 16% | -2% | -7% | COc1ccc(N2CCN(C(=S)Nc3ccc(C)cc3C)CC2)cc1
4 | 5% | -1% | ? | CSc1cc(C)c(OCC(=O)Nc2c(C)nn(C)c2C)c(C)c1
5 | -4% | -7% | -8% | COc1ccc(/C=N/NC(=O)c2c(C)n(C)c3ccc(OC)cc23)c(OC)c1
6 | -9% | . | -2% | COc1ccc(NC(=O)C2CCN(c3ccc(Sc4ccc(C)cc4)nn3)CC2)cc1
7 | -9% | 5% | -6% | CC(=O)N1c2ccc(Cl)cc2C2OCCC2C1c1ccco1 (stereo not drawn)

Main list (from the top)
item | FEN1 inhibitor | N370S GC mod | KAT2A inh | structure
1 | -2% | 10% | -3% | Cc1cccc2sc(NC(=O)[C@@H]3CCCN3C(=O)c3cccs3)nc12
2 | -3% | 11% | -5% | CC1=CC(=C(C#N)c2nc3ccccc3s2)C=C(C)N1c1ccc(F)cc1F
3 | 16% | -2% | -7% | COc1ccc(N2CCN(C(=S)Nc3ccc(C)cc3C)CC2)cc1
4 | 5% | -1% | ? | CSc1cc(C)c(OCC(=O)Nc2c(C)nn(C)c2C)c(C)c1
5 | -4% | -7% | -8% | COc1ccc(/C=N/NC(=O)c2c(C)n(C)c3ccc(OC)cc23)c(OC)c1
6 | -9% | . | -2% | COc1ccc(NC(=O)C2CCN(c3ccc(Sc4ccc(C)cc4)nn3)CC2)cc1
7 | -9% | 5% | -6% | CC(=O)N1c2ccc(Cl)cc2C2OCCC2C1c1ccco1 (stereo not drawn)
8 | 9% | . | 2% | CCCn1c(=O)c2sccc2n2c(CCCC(=O)Nc3ccccc3F)nnc12
9 | 4% | 2% | -8% | Cc1cnc(NC(=O)c2cc3c(C)nn(-c4ccccc4)c3s2)s1
10 | -13% | 2% | -6% | CCOC(=O)c1ccc(CN(Cc2ccccc2)S(=O)(=O)c2cccc([N+](=O)[O-])c2)cc1
11 | -8% | 18% | -8% | Cc1cccc(NS(=O)(=O)c2cccs2)c1
12 | -8% | 3% | -22% | CCOc1ccccc1N(CC(=O)NC1CCCC1)S(=O)(=O)c1ccc(C)cc1
13 | 2% | -3% | -17% | CCn1c(C)nc2cc(C(=O)N/N=C/c3ccc(OC)cc3)ccc21
14 | -17% | . | -14% | COc1ccc(NC(=O)c2sc3nc(C)c(C(=O)Nc4ccc(C)cc4C)c(-c4ccccc4Cl)c3c2N)cc1
15 | -18% | 0% | -10% | Cc1cc(C(=O)N/N=C\c2cc(C(C)(C)C)c(O)c(C(C)(C)C)c2)n[nH]1
16 | -8% | 2% | -5% | O=C(CSc1nnc(C2CC2)n1Cc1ccccc1)c1cc2ccccc2o1
17 | -5% | 7% | -2% | CC1CCCN(C(=O)CCc2ccccc2)C1 (stereo not drawn)
18 | 6% | 19% | -22% | CC1=Nc2ccccc2N=C(NC(=O)CSC(=S)N2CCCCC2)C1c1ccccc1 (stereo not drawn)
19 | -23% | . | -7% | Fc1ccc(Nc2nc(SCc3ccc(Cl)cc3)nc3ccccc23)cc1
20 | -3% | . | 0% | CCOC(=O)c1cc(-c2ccccc2)n(CCC(=O)Nc2cc(C)cc(C)c2)c1C
21 | -1% | 1% | 1% | Cc1cc(NS(=O)(=O)c2ccc(NC(=O)CSc3nnc(-c4ccco4)n3N)cc2)nc(C)n1
22 | -1% | 19% | -2% | CCCn1c(-c2cc(OC)c(OC)c(OC)c2)nc2c1c(=O)[nH]c(=O)n2Cc1ccccc1
23 | -2% | -19% | -11% | Cc1cccc(NC(=O)C2CC(=O)OC23CCCCC3)c1 (stereo not drawn)
24 | -19% | . | 1% | COc1ccc(C2C=C(c3ccc(Br)cc3)Nc3nnnn32)c(OC)c1 (stereo not drawn)
25 | -3% | . | -4% | COc1ccc(CC(=O)Nc2c(C(=O)Nc3ccc(F)cc3)oc3ccccc23)cc1OC

Complete entries as entered above. Values in the order: FEN1 inhibitor	N370S GC mod	KAT2A inh
`CC(=O)N1c2ccc(Cl)cc2C2OCCC2C1c1ccco1` (stereo not drawn) as listed: -9%	5%	-6%
`Cc1cccc(NC(=O)C2CC(=O)OC23CCCCC3)c1` (stereo not drawn) as listed: -2%	-19%	-11%

Continued:
item | FEN1 inhibitor | N370S GC mod | KAT2A inh | structure
26 | 12% | -6% | -1% | CC(=O)c1ccc(S(=O)(=O)NCc2ccc(C(=O)N(C)CC(=O)Nc3cccc(F)c3)cc2)cc1
27 | 10% | -3% | -17% | O=C(c1ccc2nc(N3CCCCC3)sc2c1)N1CCN(c2ccccn2)CC1
28 | 2% | 1% | -23% | COc1ccccc1N1CCN(Cc2nc3ccsc3c(=O)[nH]2)CC1
29 | 0% | 4% | -12% | CCOC(=O)c1[nH]c2ccc(OCC)cc2c1CCCN1C(=O)c2ccccc2C1=O
30 | 9% | 4% | 0% | Cc1ccc(S(=O)(=O)NC2=NCN(CCOC(=O)c3ccccc3)CN2)cc1
31 | -19% | . | -12% | O=C(CN1C(=O)c2cccnc2Oc2ccc(Cl)cc21)Nc1cccc(C(F)(F)F)c1
32 | 4% | 18% | -2% | O=C(COC(=O)c1c2ccccc2cc2ccccc12)Nc1ncc(C(F)(F)F)cc1Cl
33 | 4% | . | -16% | Cc1ccccc1OCCSc1nnc(-c2ccc([N+](=O)[O-])cc2)o1
34 | -2% | . | -2% | CCCCn1c(N)c(N(CC(C)C)C(=O)c2ccc([N+](=O)[O-])o2)c(=O)[nH]c1=O
35 | -9% | . | -1% | O=C(CC1N=C2c3ccccc3N=C(SCC(=O)Nc3ccc(F)cc3)N2C1=O)NCc1cccs1 (stereo not drawn)
36 | -19% | 5% | -4% | COc1ccc2ncc(S(=O)(=O)c3ccccc3)c(N3CCC4(CC3)OCCO4)c2c1
37 | -2% | -2% | -3% | Cn1c(NC(=O)c2cccs2)c(-c2cccs2)c(=O)c2ccccc21
38 | . | 2% | -3% | Cc1ccc(S(=O)(=O)N2CCC(C(=O)N[C@@H](C)C(=O)NC3CCS(=O)(=O)C3)CC2)cc1 (stereo partly drawn)
39 | 2% | 3% | 0% | CCC(CC)c1nc2cc(OC)c(OC)cc2c(=O)o1
40 | 16% | -13% | -3% | CCN1C(=O)[C@H]2[C@@H](c3ccccc3)N3C(=O)N(c4cccc(F)c4)C(=O)[C@@]3(CC(C)C)[C@H]2C1=O
41 | -1% | . | 1% | CC(=O)Nc1ccc(C(=O)CSc2nnc3cc(C)c4ccccc4n23)cc1
42 | 2% | -7%&-10% | -3% | CCC1=C(OC(=O)N(CC)CC)N2C(=O)OC(=NCC3CC3)[C@]2(Cc2ccccc2)[C@H]2C1=CC[C@H]1C(=O)N(CC)C(=O)[C@H]12
43 | -2% | 1% | -6% | CCOc1ccc(/C(O)=C2/C(=O)C(=O)N(CCCN3CCOCC3)C2c2ccc(F)cc2)cc1C (stereo not drawn)
44 | 0% | -6% | -2% | Cc1cc(=O)oc2cc(OCC(=O)N/N=C/c3ccccc3O)ccc12
45 | . | 2% | -6% | Clc1ccc(-c2nnc3sc(-c4ccco4)nn23)c(Cl)c1
46 | 15% | -3% | -9% | COc1cccc2c(=O)cc(C)n(CC(=O)Nc3ccc(Br)cc3)c12
47 | 7% | -2% | 2% | CCOC(=O)CSc1cn2c(n1)CCC2
48 | -19% | -4% | -8% | CCC(C)[C@@H](C(=O)Nc1ccc(OC)c(OC)c1)N1Cc2ccccc2C1=O (stereo partly drawn)
49 | 6% | -12% | -10% | [O-][n+]1ccc(C(O)c2ccccc2)cc1 (stereo not drawn)
50 | -14% | -17% | 0% | COC(=O)c1c(-c2cccs2)csc1NC(=O)CSc1ncnc2sc(C)c(C)c12
51 | -7% | 0% | 1% | COc1cc(CC(NC(C)=O)C(=O)NC2CCN(C(=O)c3cc(OC)c(OC)c(OC)c3)CC2)cc(OC)c1 (stereo not drawn)
52 | 0% | 3% | -27% | CCCc1nc2ccc(N)cc2c(=O)n1Cc1ccccc1Cl
53 | -16% | 5% | -14% | COc1ccc(-n2c(SC)nc(O)c(Cc3ccccc3)c2=O)cc1
54 | . | 4% | 0% | NC(Cc1cc(I)c(Oc2ccc(O)c(I)c2)c(I)c1)C(=O)O (stereo not drawn)
55 | 9% | 4% | -10% | COc1cccc(NC(=O)Nc2nnc(N3CCCCC3C)s2)c1 (stereo not drawn)
56 | 8% | -7% | -1% | CC(=O)c1ccc(NC(=O)Cn2cnc(S(=O)(=O)N3CCc4ccccc43)c2)cc1
57 | -7% | -11% | -8% | CN1C(=O)[C@@H]2[C@@H]3C[C@@H]([C@H]4ON=C(c5ccccc5OCC#N)[C@@H]34)[C@@H]2C1=O
58 | -3% | 4% | 2% | COC(=O)c1ccc(C)c(NC(=O)c2ccc(Cl)c([N+](=O)[O-])c2)c1
59 | 19% | -7% | -4% | O=C(C1CCN(S(=O)(=O)c2cccs2)CC1)N1CCCCC1
60 | 25% | 2% | -7% | COc1ccccc1-n1nnnc1SCC(=O)Nc1ccccc1
61 | -15% | 20% | -12% | O=C(Nc1ccccc1N1CCCC1)c1ccccc1F
62 | 15% | 5% | 15% | COC(=O)c1ccc(-n2c(CCC(=O)O)ccc2-c2ccccc2)cc1
63 | 21% | 0% | -6% | NC(=O)CSc1nc2ccccc2n1Cc1ccccc1
64 | -11% | . | -9% | CCOc1ccccc1C(=O)Nc1ccc(S(=O)(=O)Nc2nc(C)cc(C)n2)cc1
65 | -8% | 4% | 21% | CCc1cccc(C)c1NC(=O)COn1nnc2ccc(C(F)(F)F)cc21
66 | -9% | . | -10% | CCn1c(=O)c2cc(C(=O)N3CCN(c4cccc(OC)c4)CC3)sc2c2ccccc21
67 | 4% | 3% | -1% | O=C(CCS(=O)(=O)c1cccs1)NC1CCCCCC1
68 | -6% | -6% | -2% | O=c1cc(CSc2n[nH]c(=O)n2C2CC2)c2ccc(O)cc2o1
69 | 9% | -10% | 0% | COc1ccc(N(CCCN2C(=O)c3cccc4cccc(c34)C2=O)C(=O)c2cccs2)cc1
70 | 8% | -4% | 0% | Cc1cc(Cl)cc2c(N=Nc3ccccc3C(=O)O)c(O)[nH]c12
71 | 5% | -1% | -11% | COc1ccc(-c2csc3ncnc(N4CCN(C(=O)c5ccco5)CC4)c23)cc1
72 | -20% | ? | -9% | CC(NC(=O)c1ccc2ccccc2n1)c1ccc(Br)cc1 (stereo not drawn)
73 | ? | -18% | -11% | COc1ccc(NC(=O)Cn2nnc(C(=O)NCCc3ccccc3)c2N)c(OC)c1
74 | 1% | -1% | -12% | CCNc1nc(NCC)nc(N/N=C/c2ccc(N(C)C)cc2)n1
75 | -7% | . | 1% | Cc1ccc(NC(=O)N2CCN(Cc3nc4ccc(C)cc4o3)CC2)c(Cl)c1

Next results:
item | FEN1 inhibitor | N370S GC mod | KAT2A inh | structure
76 | -12% | -10% | -5% | O=C(O)c1ccc2c(c1)C1C=CCC1C(c1cc3c(cc1Br)OCO3)N2 (stereo not drawn)
77 | 1% | 11% | -8% | CCOC(=O)C(=O)c1c(-c2ccccc2)nc2ccccn12
78 | -21% | 1% | -28% | CC(C)c1ccc(-c2nn(-c3ccccc3)cc2C2C(C#N)=C(N)OC3=C2C(=O)CC(C)(C)C3)cc1 (stereo not drawn)
79 | 5% | -3% | -6% | O=C(CCc1nnc2ccc(NCc3ccc(F)cc3)nn12)NC1CCCC1
80 | -2% | 6% | 2% | CCOC(=O)COn1c(-n2nc(C)cc2C)nc2ccccc2c1=O
81 | 0% | 0% | -4% | CCCCN(C(=O)Cc1ccc(S(=O)(=O)N2CCOCC2)s1)c1ccccc1
82 | 6% | -6% | -2% | CCOC(=O)/C=C/C(=O)OCC(=O)Nc1ccc([N+](=O)[O-])cc1
83 | 5% | -6% | -6% | CN(CCCC(=O)Nc1ccccc1)S(=O)(=O)c1ccc(Cl)cc1
84 | -1% | . | -2% | O=C(Cc1ccccc1)N1O[C@H]2C=C[C@@H]1CC2
85 | -22% | ? | -21% | Cc1ccc(S(=O)(=O)N(CC(=O)N/N=C/c2ccccc2C(=O)O)c2cc(Cl)cc(Cl)c2)cc1
86 | 7% | -6% | -22% | CCCCn1c2ccc(F)cc2c2nnc(SCCN3CCOCC3)nc21
87 | -12% | -6%[89.1 µM] | 1% | O=C1CCC[C@@H]2CC(Nc3ccc(F)cc3F)C[C@@H]3CCN1[C@H]23 (stereo partly drawn)
88 | 8% | . | 1% | Cc1ccccc1Nc1nnc(-c2ccc(C)c(S(=O)(=O)N3CCOCC3)c2)c2ccccc12
89 | -10% | -28% | -9% | CC(C)(C)c1ccc(OCCCn2ccnc2)cc1
90 | -1% | ? | 28µM*! | OC[C@@H]1[C@@H](c2ccc(Cl)cc2)C(c2cccc(Cl)c2)=NN1c1ccccc1
91 | -14% | -26% | -9%&-2% | c1nc(NCc2ccc3c(c2)OCO3)c2cc(-c3ccoc3)ccc2n1
92 | -17% | -1% | -14% | COc1ccccc1C(=O)NC(=O)COC(=O)c1cccc(C)c1O
93 | ? | . | -4% | CCCCn1c(=O)n(-c2ccc(Br)cc2F)c(=O)c2c3c(sc21)CN(C(C)=O)CC3
94 | . | -3% | 13% | Cn1cnnc1Sc1c([N+](=O)[O-])ncn1C

Screening results from PubChem BioAssay.
